# From PubChem
# BAP1 inh = blocks human BAP1 ubiquitin-AMC hydrolysis. activity remaining (% of control), % at 20 µM. AID 436. Q92560. recombinant BAP1, Ub-AMC hydrolysis fluorescence kinetic; stronger effect = lower value. 0.48% of 72,000 active;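 active = activity remaining at or below 50% of control, provided the compound also passes the data quality filters; inactive = the rest, including low values that fail the filters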;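 also: 100% = DMSO wells rate and 0% = substrate alone blank rate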
# Target sequence (Q92560 whole entry, looked up): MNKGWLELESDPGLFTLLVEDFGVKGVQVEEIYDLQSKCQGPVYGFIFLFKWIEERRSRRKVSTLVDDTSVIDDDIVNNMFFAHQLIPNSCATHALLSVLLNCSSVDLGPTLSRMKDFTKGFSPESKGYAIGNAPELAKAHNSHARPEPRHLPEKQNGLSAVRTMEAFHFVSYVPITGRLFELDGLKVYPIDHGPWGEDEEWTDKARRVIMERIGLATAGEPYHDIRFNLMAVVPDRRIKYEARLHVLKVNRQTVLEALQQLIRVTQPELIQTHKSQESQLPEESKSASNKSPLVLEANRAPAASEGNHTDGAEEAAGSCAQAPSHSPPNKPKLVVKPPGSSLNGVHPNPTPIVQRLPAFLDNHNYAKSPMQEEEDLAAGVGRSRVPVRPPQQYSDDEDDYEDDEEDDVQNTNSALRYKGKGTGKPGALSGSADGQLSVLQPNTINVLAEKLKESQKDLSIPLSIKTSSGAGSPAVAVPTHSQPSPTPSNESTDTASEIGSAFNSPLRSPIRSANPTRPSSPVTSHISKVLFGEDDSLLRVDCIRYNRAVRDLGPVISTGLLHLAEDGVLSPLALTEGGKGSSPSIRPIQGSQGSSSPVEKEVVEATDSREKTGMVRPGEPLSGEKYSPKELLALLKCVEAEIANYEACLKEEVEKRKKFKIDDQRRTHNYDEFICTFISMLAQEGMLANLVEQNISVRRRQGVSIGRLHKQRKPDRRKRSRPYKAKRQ
# HePTP inh = human HePTP phosphatase inhibition | P35236 | AID 521 | recombinant HePTP phosphatase activity, OD absorbance | inhibition, % at 20 µM | 0.64% of 110,000 active; in the data active = inhibition above about 50%;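 also: plate controls were vehicle for no effect and reference inhibitor for full effect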
# Target sequence (P35236 whole entry, looked up): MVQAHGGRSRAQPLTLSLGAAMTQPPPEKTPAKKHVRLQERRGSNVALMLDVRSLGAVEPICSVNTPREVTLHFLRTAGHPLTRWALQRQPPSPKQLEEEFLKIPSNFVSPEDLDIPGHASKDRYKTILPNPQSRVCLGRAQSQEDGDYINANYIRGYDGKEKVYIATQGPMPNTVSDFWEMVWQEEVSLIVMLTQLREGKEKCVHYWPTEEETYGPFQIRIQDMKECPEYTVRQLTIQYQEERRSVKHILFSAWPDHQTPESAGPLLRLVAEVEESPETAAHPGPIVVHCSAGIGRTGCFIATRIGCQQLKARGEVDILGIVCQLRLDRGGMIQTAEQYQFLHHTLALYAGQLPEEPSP
# Starred values were filed as active, the others as inactive; . = no result given; & = joins results of further samples.
# Values run as follows: BAP1 inh	HePTP inh
CSCCOC(=O)C1=C(C)NC(=O)NC1c1ccc([N+](=O)[O-])cc1 (stereo not drawn)
 : .	-1
CCOc1cc(C(=O)Nc2ncccc2Cl)cc(OCC)c1OCC
 : .	6
CC(=O)N(CCC1(C(C)C)CCOC(C)(C)C1)Cc1ccco1 (stereo not drawn)
 : .	4
CCOc1ccccc1NC(=O)CSc1nnc(-c2ccccc2Cl)n1Cc1ccco1
 : 98	6
CCC(=O)N1CCN(c2cc(C)c([N+](=O)[O-])cc2F)CC1
 : .	-5
CCN(CC)Cc1cc(NC2=NS(=O)(=O)c3ccccc32)ccc1O
 : .	7
C=C(C)c1cccc(C(C)(C)NC(=O)NCCCN(C)C)c1
 : .	-15
c1ccc2c(c1)CCN(Cc1nnnn1Cc1ccc3c(c1)OCO3)C2
 : 103	-3
COc1cccc(NC2SC(=O)N(c3ccccc3)C2=O)c1 (stereo not drawn)
 : 91	0
Cc1cccc(C)c1OCc1nnc2c3cnn(C)c3ncn12
 : 59	-2
Cc1onc(-c2c(Cl)cccc2Cl)c1C(=O)Nc1cc(Cl)ccc1Cl
 : .	3
Cc1nn(C)cc1NC(=O)CCSc1nc(-c2ccco2)cc(C(F)(F)F)n1
 : 112	1
Cc1cc(NC(=O)CCC(=O)N(c2ccccc2)C(C(=O)NC2CCCC2)c2ccncc2)no1 (stereo not drawn)
 : 87	7
O=C1CCC(=O)N1c1cccc2c(N3C(=O)CCC3=O)cccc12
 : .	-6
Cn1c(SCC(=O)OC2CCCCC2)nnc1-c1ccc2c(c1)OCO2
 : 80	7

# Reprinted from the part before: 3 entries; new compounds follow.
# Values run as follows: BAP1 inh	HePTP inh
Cc1cc(NC(=O)CCC(=O)N(c2ccccc2)C(C(=O)NC2CCCC2)c2ccncc2)no1 (stereo not drawn)
 : 87	7
O=C1CCC(=O)N1c1cccc2c(N3C(=O)CCC3=O)cccc12
 : .	-6
Cn1c(SCC(=O)OC2CCCCC2)nnc1-c1ccc2c(c1)OCO2
 : 80	7
O=C(O)c1ccc([N+](=O)[O-])cc1C(=O)c1ccccc1
 : .	2
CCCCC(=O)Nc1nn(CCC)c2nc3ccccc3cc12
 : 129	1
Nc1nc(SCCCC(=O)NCCO)nc2sc3c(c12)CCCC3
 : 133	.
CCOC(=O)C1CCN(S(=O)(=O)c2ccc3[nH]c(=O)oc3c2)CC1
 : 99	-10
O=C(Nc1ccc2c(c1)OCCO2)C1CCN(S(=O)(=O)c2ccc(Br)s2)CC1
 : 126	5
CCCCOc1ncnc2c1[nH]c1ccccc12
 : .	-2
Cc1cc(Cl)cc(Cl)c1OCCOCCN1CCN(C)CC1
 : .	-8
Cc1ccc2nc(NC3=NCN(C4CCCCC4)CN3)nc(C)c2c1
 : 102	2
CN(C(=O)COc1cccc(Br)c1)C1CCS(=O)(=O)C1 (stereo not drawn)
 : 104	8
CCOC(=O)C1=C(C)NC(=O)CC1c1ccccc1 (stereo not drawn)
 : 97	5
CCN(CC)c1ccc(NC(=O)COc2ccc(C)cc2)cc1
 : 102	2&3
COc1ccc(Nc2nc(-c3sc(N)nc3C)cs2)cc1
 : 103	4
CCCCn1c(SCC(=O)OCC)nnc1-c1ccoc1C
 : 100	8
O=C(Nc1ccccc1-c1ccccc1)c1ccco1
 : 132	4
COc1ccc(S(=O)(=O)C(C#N)c2nc3ccccc3nc2N2CCCC(C)C2)cc1 (stereo not drawn)
 : 75	14

# Compounds from the list above that contain bromine, in the order listed:
# Values run as follows: BAP1 inh	HePTP inh
O=C(Nc1ccc2c(c1)OCCO2)C1CCN(S(=O)(=O)c2ccc(Br)s2)CC1
 : 126	5
CN(C(=O)COc1cccc(Br)c1)C1CCS(=O)(=O)C1 (stereo not drawn)
 : 104	8

# The results go on:
# Values run as follows: BAP1 inh	HePTP inh
COc1ccc(C(NC(C)=O)c2ccc(OC)cc2)cc1
 : .	4
NC(=O)c1ccccc1
 : 98	.
COc1ccccc1Cn1c(-c2ccco2)nc2nc3ccccc3nc21
 : .	8
Cc1ccc(S(=O)(=O)Nc2ccccc2C(=O)O)cc1
 : .	4
O=C(CCc1ccccc1)NCc1cccnc1
 : .	-17
CCOC(=O)c1ccc(N2C(=O)C3ON(c4ccccc4)C(c4ccco4)C3C2=O)cc1 (stereo not drawn)
 : 63	8
CSc1nc2ccc3nc(NC(=O)CN4C(=O)c5ccccc5C4=O)sc3c2s1
 : 120	.
COc1ccccc1Oc1ccc(S(=O)(=O)NCc2ccccn2)cc1
 : 65	.
CCOC(=O)CSc1nc(C2CC2)cc(-c2ccc(F)cc2)c1C#N
 : .	4
CCOc1cc(C2Nc3ccccc3C(=O)N2c2ccccc2)ccc1O (stereo not drawn)
 : 100	6
Cc1cc(C)cc(NC(=O)N2CCC(c3nc4ccccc4o3)CC2)c1
 : 103	9
COc1cc(C(=O)Nc2ccc(C(N)=O)cc2)c([N+](=O)[O-])cc1OC
 : .	4
COc1ccc(C(=O)Nc2ccccc2)cc1S(=O)(=O)NCc1ccccc1
 : .	-13
COc1ccc(OC)c(NC(=O)CSc2nc(C)cs2)c1
 : 106	-2
O=C1N2CCCc3cccc(c32)C12Nc1ccccc1S2 (stereo not drawn)
 : 97	8

# Overlap with the part before: 2 entries, followed by the next part.
# Values run as follows: BAP1 inh	HePTP inh
COc1ccc(OC)c(NC(=O)CSc2nc(C)cs2)c1
 : 106	-2
O=C1N2CCCc3cccc(c32)C12Nc1ccccc1S2 (stereo not drawn)
 : 97	8
N#CC(=C(\N)Sc1ccccc1N)/C(C#N)=C(/N)Sc1ccccc1N
 : 98	.
COc1ccc(C2/C(=C(\O)c3ccccc3)C(=O)C(=O)N2CCCC(=O)O)cc1OC (stereo not drawn)
 : .	7
N#Cc1c(C(F)(F)F)cc(-c2ccccc2)nc1SCc1nc(N)nc(N2CCOCC2)n1
 : 113	11
NC(=O)CCn1nc(-c2ccccc2)c2ccccc2c1=O
 : .	0
Cc1ccc(C(=O)Nc2ccc(I)cc2C(=O)O)o1
 : .	5
N#CCCN1CCN(CCC#N)CC1
 : 102	14
Cc1cc(/C=N/NC(N)=O)c(C)n1-c1ccc(F)cc1
 : .	-11
CS(=O)(=O)N1CCc2cc(C(=O)OCC(=O)c3ccccc3)ccc21
 : 121	-4
Cc1ccc(C)c(Cc2cc([N+](=O)[O-])ccc2C)c1
 : 89	-7
CC1=NN(c2ccc(C)c(Cl)c2)C(=O)C1
 : .	1
CCCC(NC(=O)c1ccccc1)C(=O)OCC(=O)Nc1nc2ccc(OC)cc2s1 (stereo not drawn)
 : .	2
Cc1cc([N+](=O)[O-])ccc1-c1ccc(C(=O)Nc2ccc(O)c(-c3nc4ccccc4s3)c2)o1
 : .	6
NC(=O)c1c(N2C(=O)c3ccccc3C2=O)sc2c1CCCC2
 : .	-5
CC1=NN(C(=O)c2ccccc2)C(O)(c2ccc(Br)cc2)C1 (stereo not drawn)
 : .	-9
COc1ccc2[nH]c(=O)c(CN(Cc3nnnn3Cc3ccccc3)CC3CCCO3)cc2c1 (stereo not drawn)
 : .	10

# Next part
# Values run as follows: BAP1 inh	HePTP inh
C=CCn1c(SCC(=O)c2ccc(CNC(C)=O)o2)nc2scc(C3CC3)c2c1=O
 : 70	8
Cc1ccc(-c2nc3cnccn3c2Nc2ccc3c(c2)OCCO3)o1
 : .	-2
CC(=O)N1CCc2cc(S(=O)(=O)NC(C(=O)NCc3ccccc3)C(C)C)ccc21 (stereo not drawn)
 : 109	2
CCOC(=O)c1c(NC(=O)c2ccccc2F)sc(C(=O)Nc2ccc(OC)cc2OC)c1C
 : .	1
Cc1ccc(Cl)cc1NC(=O)CSCC(=O)Nc1ccccc1
 : .	-1
Cc1ccccc1OCCNC(=O)CNC(=O)c1ccccc1O
 : 128	0
COc1ccc(OC)c(NC(=O)COc2ccccc2C(C)(C)C)c1
 : .	1
O=C(NCc1ccc2c(c1)OCO2)C(c1ccco1)N(C(=O)c1csnn1)c1ccccc1 (stereo not drawn)
 : 106	8
COc1ccccc1Cn1c(=O)[nH]c2cccnc21
 : 115	7
Oc1ccc2ccccc2c1CN1CCN(c2ccccc2F)CC1
 : 96	9
O=C(NCC1CCCO1)c1ccc2c(c1)C(=O)N(C1CCCCC1)C2=O (stereo not drawn)
 : 86	7
CN(C)c1ccc(C(c2nnnn2C2CCCCC2)N2CCN(C(=O)c3ccco3)CC2)cc1 (stereo not drawn)
 : 105	12
CCOc1cccc(-c2nnc(SCC(=O)Nc3cccc(OC)c3)n2N)c1
 : 91	1
COc1ccc2nc(NC(=O)c3ccoc3C)sc2c1
 : .	-9
O=C1CC(N2CCN(c3ccccc3Cl)CC2)C(=O)N1c1ccccc1 (stereo not drawn)
 : 99	7

# (further entries)
# Values run as follows: BAP1 inh	HePTP inh
Cc1nc2ccccc2n1-c1nc(-c2ccco2)cc(C(F)(F)F)n1
 : 76	-3
CCOC(=O)c1sc(-c2ccccc2)cc1NC(=O)c1cc2ccccc2oc1=O
 : 139	.
COc1ccc(NC(=O)COc2c(C)cc(C)cc2C)cc1
 : .	-1
CSc1ccc(/C=N/NC(=O)COc2ccccc2C)cc1
 : .	1
COCCNc1nc(=S)[nH]c2cc(OC)c(OC)cc12
 : 90	-12
COc1ccc(CNC(=O)C(c2ccccc2)c2ccccc2)cc1
 : .	4
Cc1cccc(N2CCN(C(=O)CCCOc3ccc(Cl)cc3Cl)CC2)c1C
 : .	2
CCCCOC(=O)C1=C(C)Nc2ncnn2C1c1cc(OC)c(OC)cc1OC (stereo not drawn)
 : 104	7
O=C(c1cnn2c(C(F)(F)F)cc(-c3ccco3)nc12)N1CCCc2ccccc21
 : 88	8
Cc1cc(C)n(-c2nc3ccccc3nc2Nc2ccc(Cl)cc2)n1
 : 166	.
CCOc1ccc(N2C(=O)CC(SC(=NC)Nc3cccc(F)c3)C2=O)cc1 (stereo not drawn)
 : 95	-2
Cc1c(NC(=O)c2ccccc2N)cccc1C(=O)O
 : 127	7&4
O=c1cc(-c2ccccc2)c2ccccc2[nH]1
 : .	-10
Cc1ccc(N2C(=O)NC(=O)/C(=C\c3ccc(N4CCCCC4)o3)C2=O)cc1
 : .	-10
O=[N+]([O-])c1ccc(CSc2nnc(-c3ccccc3)c(-c3ccccc3)n2)cc1
 : .	0

# New compounds follow.
# Values run as follows: BAP1 inh	HePTP inh
CC1CCc2nn(CC(=O)Nc3ccc(F)cc3F)cc2C1 (stereo not drawn)
 : 96	2
O=C(NCc1ccco1)c1cnn2c(C(F)(F)F)cc(-c3cccs3)nc12
 : 82	-2
COC(=O)c1nc(-c2ccc(C)cc2)oc1N(C)C
 : .	-3
CCOc1ccccc1C(=O)N1CCN=C1SC
 : 100	2
CCn1nnc(-c2ccccc2NS(=O)(=O)c2ccc(C(=O)OC)cc2)n1
 : 94	8
COc1ccc(/C=N/NS(=O)(=O)c2ccc(Cl)cc2)cc1
 : .	2
O=C(O)CCCC(=O)N1CCN(c2nc(-c3ccccc3)c3ccccc3n2)CC1
 : 77	6
CC(C)CCNC(=O)c1ccccc1I
 : .	-13
O=C(Cc1ccc(-c2ccccc2)cc1)NNC(=O)c1cccc(Cl)c1
 : .	4
Nc1nc(-c2cccc(Br)c2)cs1
 : .	9
COc1ccc(NC(=O)CSc2nc(C)cc(=O)[nH]2)cc1
 : .	-6
O=C1/C(=C/c2ccc(O)c(O)c2)SC(=S)N1C1CCCCC1
 : .	0
O=C(/C=C/c1ccco1)NCC1CCCO1 (stereo not drawn)
 : .	-17
O=c1[nH]c2cc3c(cc2cc1C(c1nnnn1Cc1ccccc1)N1CCN2CCCC2C1)OCCO3 (stereo not drawn)
 : .	7
CCC[C@@H]1C[C@@H](C(=O)N[C@H]([C@@H](C)O)[C@H]2O[C@H](SC)[C@H](O)[C@@H](O)C2O)N(C)C1 (stereo partly drawn)
 : 63	11

# A few values from the entries so far.
# `CC(C)CCNC(=O)c1ccccc1I` – HePTP inh = -13
# `COc1ccc(/C=N/NS(=O)(=O)c2ccc(Cl)cc2)cc1` – HePTP inh = 2
# `CCOc1ccccc1C(=O)N1CCN=C1SC` – BAP1 inh = 100
# `O=C(/C=C/c1ccco1)NCC1CCCO1` (stereo not drawn) – HePTP inh = -17
# `CCn1nnc(-c2ccccc2NS(=O)(=O)c2ccc(C(=O)OC)cc2)n1` – HePTP inh = 8
# `O=c1[nH]c2cc3c(cc2cc1C(c1nnnn1Cc1ccccc1)N1CCN2CCCC2C1)OCCO3` (stereo not drawn) – HePTP inh = 7

# The results go on.
# Values run as follows: BAP1 inh	HePTP inh
Cc1ccsc1C1Nc2ccc3ccccc3c2C2=C1C(=O)CC(C)(C)C2 (stereo not drawn)
 : .	7
COc1cc(CN2CCN(C3CCCCC3)CC2)cc(OC)c1OC
 : .	-8
CCOC(=O)c1c(-c2ccc(Cl)cc2)csc1NC(=O)c1ccco1
 : .	8
Cc1cc(NC(=O)c2ccc(C)c([N+](=O)[O-])c2)ccc1NC(=O)c1ccco1
 : .	-12
Cc1ccc2c(C(=O)CN3CCN(c4ccccc4)CC3)c(C)[nH]c2c1
 : 111	6
Cc1ccc(/C=C2/C=C(c3ccccc3)OC2=O)cc1
 : .	1
CC(Oc1ccccc1)C(=O)NC1CCN(Cc2ccccc2)CC1 (stereo not drawn)
 : 59	7
CS(=O)(=O)CCC(C(=O)n1nnc2ccccc21)N1C(=O)c2ccccc2C1=O (stereo not drawn)
 : 101	6
Cc1cccc(CS(=O)(=O)Cc2ccc(C(=O)O)o2)c1
 : 72	4
CNCC(O)c1ccc(O)c(O)c1 (stereo not drawn)
 : 83	.
O=[N+]([O-])c1ccc(/C=N/NS(=O)(=O)c2ccccc2)cc1
 : .	-7
CN(Cn1nc(-c2ccccc2)oc1=S)c1ccccc1
 : .	-7
CCOC(=O)c1ccc(NS(=O)(=O)c2ccc(C)c([N+](=O)[O-])c2)cc1
 : .	2
CCc1cc(=O)oc2c(C)c(OC(C)=O)ccc12
 : .	0
CCOc1ccc2nc(NC(=O)c3cc(OC)c(OC)c(OC)c3)sc2c1
 : 190	.
